4MU fluor = qHTS Assay for Spectroscopic Profiling in 4-MU Spectral Region. compound autofluorescence, 340/450 nm, 4-MU equivalents; active compounds read high. max dye-equivalent concentration, M. hit rate 11% among 59,000; in the data active means max dye-equivalent concentration above about 10 nM; inconclusive means mostly about 1.1 nM to 9.6 nM
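Compounds in 100 mM Tris, pH 8.0, incubated 15 min at room temperature, then fluorescence read at 340 nm excitation/450 nm emission. Signal converted to 4-MU dye-equivalent concentration using an on-plate six-point 4-MU standard curve.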
HBB splicing = qHTS Assay for Modulators of Hemoglobin Beta Chain Splicing; AID 925, 2007; hit rate 0.06% among 65,000; Potency, µM (doses to about 46.1 µM), inactives show at the highest dose activation, usual class: activators; HBB splicing reporter cell assay, activation; EGFP reporter with mutant IVS2-654 intron; response scale: normalised to 500 nM splice-correcting PNA; further: potency means the concentration at half of the fitted maximal effect; 0% is about no effect
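HeLa cells stably expressing EGFP interrupted by mutant beta-globin intron 2 (IVS2-654), 500/well in 2% FCS. Treated with compound for 2 days at 37C. Splicing correction scored as total well GFP intensity (488 nm excitation, 500-520 nm emission); 500 nM antisense PNA served as control.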
UbGFP stabilizer = Ubiquitin-GFP Assay; Ubiquitin-GFP reporter cells, proteasome inhibition, GFP fluorescence; response scale: untreated = 0%, 10 µM MG-132 = 100%; 67,000 tested, under 10 active; Potency, µM (highest dose often 45.9 µM), for the others: at the top dose activation (GFP accumulation), usual class: activators; active means well fitted activation curve with a large enough effect, not every such curve was filed as active; inconclusive means small, poorly fitted or top-dose-only effect, or another doubt; inactive means no such curve, though single readings can be large or run the other way; further: potency means the concentration at half of the fitted maximal effect
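U2OS cells expressing ubiquitin(G76V)-GFP, seeded overnight in 0.5% FBS medium, then treated 4 hr at 37 C across 46 uM to 2.9 nM. GFP-positive cells counted by laser cytometry (488 ex/515 em); %activity scaled between basal and 10 uM MG-132.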
CRE-bla Fsk = Cell signaling CRE-BLA (Fsk stim) | Potency, µM (top dose mostly 38.2 µM), for the others: at the highest dose activity change, negative = inhibition, actives largely listed as activators | CHO CRE-bla reporter (cAMP response element driving beta-lactamase), forskolin EC10, beta-lactamase ratio | hit rate 2.5% among 71,000; active means well fitted activation curve with a large enough effect in the signal ratio, with a control signal flat, not every such curve was filed as active; inconclusive means small, poorly fitted or top-dose-only effect, or effect the other way, or a change in a side signal; the % refers to the signal ratio; further: potency means the concentration at half of the fitted maximal effect; % of control where 0% means no effect
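Forskolin analogue NKH 477 at EC10 stimulated CRE-driven beta-lactamase in CHO cells alongside compound dilution series. Beta-lactamase was measured with CCF4, excitation 405 nm, emission ratio 460/530 nm.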
15-hLO inh = qHTS Assay for Inhibitors of 15-hLO (15-human lipoxygenase); Polyunsaturated fatty acid lipoxygenase ALOX15 (Homo sapiens), P16050; purified 15hLO-1, xylenol orange hydroperoxide absorbance; Potency, µM (titrated, usually from 57.1 µM), without a hit: at the top dose activity change, negative = inhibition, hits mostly inhibitors; hit rate 1.4% among 74,000; AID 887, 2007; further: potency means the concentration at half of the fitted maximal effect; on the % scale 0 is the no-effect control and ±100 the full control effect; nearly all actives have a fitted effect of over 55% in size
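Hydroperoxide formed from arachidonic acid (50 uM) by purified human 15hLO-1 (40 nM) oxidizes ferrous iron, and the ferric-xylenol orange complex is read at 573 versus 405 nm. Compounds were preincubated 15 min; reaction ran 6 min at room temperature.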
Hsp90 Hop PPI = qHTS Assay for Disrupters of an Hsp90 Co-Chaperone Interaction. Hsp90 C-terminal peptide / TPR2A (Hop) interaction, human. AlphaScreen TPR2A-His6 binding biotin-Hsp90 C-terminal peptide. Potency, µM (top dose mostly 57 µM), for the others: at the highest dose activity change, negative = inhibition. hit rate 0.44% among 71,000; active means well fitted curve in either direction with a large enough effect; inconclusive means small, poorly fitted or top-dose-only effect, or another doubt; further: potency means the concentration at half of the fitted maximal effect; on the % scale 0 is the no-effect control and ±100 the full control effect; many of its hits are not listed in these tables
DNA Pol III inh = qHTS Assay for Inhibitors of DNA Polymerase III Holoenzyme System; Potency, µM (doses to about 57.1 µM), inactives show at the highest dose activity change, negative = inhibition; hit rate 0.25% among 71,000; reconstituted DNA polymerase III holoenzyme replication, biochemical; AID 603, 2007; further: potency means the concentration at half of the fitted maximal effect; on the % scale 0 is the no-effect control and ±100 the full control effect
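Reconstituted *E. coli* holoenzyme (0.35 nM Pol III, 1 nM beta, 154 nM SSB, 2 nM primase) was preincubated with compound for 15 min at RT. Synthesis on 1.4 nM ssM13Gori ran 35 min, then was stopped with PicoGreen/EDTA and read as dsDNA fluorescence.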
BRCT PPI green = qHTS Assay for Inhibitors of BRCT-Phosphoprotein Interaction (Green Fluorophore); hit rate 0.05% among 75,000; Breast cancer type 1 susceptibility protein (Homo sapiens), P38398; Potency, µM (series often up to 76.9 µM), for inactives: at the top dose activity change, negative = inhibition, usual class: inhibitors; BRCA1 BRCT-phosphopeptide binding, green fluorescence polarization;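 further: potency means the concentration at half of the fitted maximal effect; plate controls were peptide without protein for full effect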
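Compounds were incubated for 12 min at room temperature with a complex of 100 nM fluorescein-tagged pBACH1 decapeptide and 250 nM His-tagged BRCT protein. Buffer was phosphate pH 7.3 with EDTA, DTT and Tween 20. Disruption of binding lowers the polarization signal.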
A350 fluor = qHTS Assay for Spectroscopic Profiling in A350 Spectral Region. max dye-equivalent concentration, M. hit rate 11% among 59,000. Compound autofluorescence, 340/450 nm, Alexa 350 dye-equivalents; active compounds read high; in the data active means max dye-equivalent concentration above about 10 nM; inconclusive means mostly about 1.1 nM to 9.6 nM
Epigenetic mod = qHTS Assay for Epigenetic Modulators | mouse C127i GFP locus derepression, cytometry, 30 h | Potency, µM (series often up to 46.1 µM), for inactives: at the top dose GFP derepression (activation) | hit rate 0.09% among 68,000; further: % of control where 0% means no effect
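Murine C127i mammary cells carrying a silenced, stably integrated CMV-driven GFP reporter were treated with compound for 30 hours at 37 C. After PBS washes, GFP-positive cells were counted by laser-scanning microplate cytometry.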
BRCT inh red = qHTS Assay for Inhibitors of BRCT-Phosphoprotein Interaction (Red Fluorophore). Breast cancer type 1 susceptibility protein (Homo sapiens), P38398. BRCT-phosphopeptide binding, red fluorescence polarization. Potency, µM (highest dose often 76.9 µM), for inactives: at the top dose activity change, negative = inhibition, actives largely listed as inhibitors. hit rate 0.03% among 75,000. AID 892, 2007; further: on the % scale 0 is the no-effect control and ±100 the full control effect
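Rhodamine-labelled pBACH1 10-mer (100 nM) bound to BRCT domain (100 nM) at pH 7.3; compounds incubated 12 min room temperature, polarization read. Free peptide defines full inhibition; unlabelled decapeptide titrated as control.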
The depositor's hits bear a star; i = inactive; u = inconclusive; x = not tested or not shown; [ ] = another dose, or the depositor's remark. Unless noted, the call rests on the fitted dose curve; in most records, active means well fitted curve in the direction sought with a large enough effect; inconclusive means small, poorly fitted or top-dose-only effect, or another doubt; inactive means no such curve, though single readings can be large; an effect the other way counts as inactive or inconclusive.

Results follow in this order: Epigenetic mod	A350 fluor	Hsp90 Hop PPI	BRCT inh red	15-hLO inh	HBB splicing	UbGFP stabilizer	DNA Pol III inh	CRE-bla Fsk	BRCT PPI green	4MU fluor
- COc1ccccc1C(=O)C1Nc2ccccc2-c2nnc(SC)nc2O1 (configuration not stated)
    0%	x	-1%	0.6%	3%	-1.8%	-10%	-4%	3%	-2.9%	x
- CCc1nc2oc3cc(OC)ccc3c(=O)c2c(=O)n1Cc1ccco1
    0%	u	-9%	-0.8%	-8%	-0.5%	0%	-7%	u	1.7%	u
- COc1ccc(-c2noc(-c3cccc(OC)c3OC)n2)cc1OC
    x	x	-4%[2.3 µM]	-1.0%	1%	0.4%	4%	-1%	2.5µM*	-0.9%	x
- CC1=Nn2c(nnc2-c2cc(C)[nH]n2)SC1
    5%	i	-3%	-1.1%	9%	5.9%[0.369 µM]	x	0%	-9%	-3.5%	i
- Cc1noc(C)c1-c1ccc2ncnc(N3CCC(C(=O)O)CC3)c2c1
    -12%[9.22 µM]	i	0%	-1.4%	-8%	-1.0%	5%	0%	-5%	-2.2%	i
- COCCN1C(=O)c2oc3ccccc3c(=O)c2C1c1ccc(O)c(OC)c1 (configuration not stated)
    x	x	-3%	-0.3%	-22%	1.0%	-12%	-10%	u	-1.1%	x
- COc1nnc(-c2ccc(N3CCOCC3)c(NC(C)=O)c2)c2ccccc12
    4%	i	-3%	3.4%	5%	1.0%	3%	0%	u	0.1%	i
- c1ccc(Cc2nn3c(Cn4nnc5ccccc54)nnc3s2)cc1
    -5%	1.6e-08M*	-4%	-0.5%	-20%	-2.6%[57.5 µM]	1%	1%	2%	0.6%	1.4e-08M*
- O=C(c1ccc(F)cc1)C1CCN(CCCCc2ccccc2)CC1
    1%	x	-4%	-0.7%	-1%[25.6 µM]	x	-5%	-7%	-20%	-1.5%	x
- C=C(C)COc1ccc(-c2nc(N)ncc2Oc2ccc(OC)cc2)c(O)c1
    u	i	-19%	0.2%	-19%	-1.9%	13%	-8%	u	8.7%	i
- O=C(OCC(=O)N1CCN(C(=O)c2ccco2)CC1)c1cc(-c2ccccc2)nc2ccccc12
    4%	4.9e-08M*	-6%	-2.1%	-15%	-4.2%	3%	-3%	u	0.0%	3.6e-08M*
- CCn1c(CN2CCN(C(=O)c3ccco3)CC2)nc2c1c(=O)n(C)c(=O)n2C
    6%	i	-1%	-1.0%	12%	-1.2%[57.5 µM]	-1%	3%	28%	2.3%	i
- N=c1ccn2c(n1)O[C@@H]1[C@@H](O)[C@H](CO)O[C@H]12
    -2%	i	-4%	1.6%	3%	-1.1%	2%	9%	3%	0.5%	i
- COCCn1c(C)cc(C(=O)CSc2nc3ccccc3o2)c1C
    -5%	i	-11%	-1.2%	-10%	1.5%[57.5 µM]	0%	-5%	-4%	1.4%	i
- Cc1ccc(OCCn2c(CCCO)nc3ccccc32)cc1
    -2%	i	-2%	1.5%	8%	-0.4%	8%	-2%	20%	0.3%	i
- CCC(=O)Nc1cccc(-c2nnc(SCC(=O)c3ccccc3)n2C)c1
    -3%	x	-3%	-0.3%	7%	-3.8%	11%	-1%	3%	-0.4%	x
- CC1(C)S[C@@H]2[C@H](NC(=O)C(N)c3ccccc3)C(=O)N2[C@H]1C(=O)O (some centres not stated)
    2%[20.6 µM]	2.5e-07M*	-3%[26 µM]	-1.3%[34.4 µM]	14%[25.6 µM]	1.4%[20.6 µM]	6%[20.5 µM]	-4%[25.6 µM]	-4%[17.1 µM]	-0.7%[34.4 µM]	4.9e-07M*
- O=C(O)CCCC(=O)Nc1cccc(-c2nc3ccccc3[nH]2)c1
    0%	i	-2%	-1.6%	-2%	x	-3%	-4%	-7%	-1.5%	i
- CCOC(=O)N1CCN(S(=O)(=O)c2cccc3ccc(C)nc23)CC1
    0%	i	0%	1.5%	1%	-1.1%	5%	-3%	u	-0.6%	i
- Cc1ccc(C)c(C(=O)CSc2n[nH]c(-c3ccncc3)n2)c1
    -1%	i	0%	-2.0%	3%	5.0%	-11%	-1%	u	-0.1%	i
- CC(O)/C=C/c1cccc[n+]1C (configuration not stated)
    9%	u	-3%	-0.5%	-5%	2.8%[0.369 µM]	0%	-3%	5%	-1.6%	u
- Cc1ccc(CCC(=O)Nc2ccc(S(N)(=O)=O)cc2)o1
    2%	i	-4%	-0.2%	9%	0.1%	-4%	3%	-6%	-2.1%	i
- Cc1ccc(C)c(-n2c(Cc3cc(=O)[nH]c(=O)[nH]3)nnc2SCC(=O)NCC2CCCO2)c1 (configuration not stated)
    4%	i	-3%	-0.5%	5%	1.5%	11%	1%	-10%	-8.3%	i
- CC1(C)CC(=O)c2cnc(NCC3CCCO3)nc2C1 (configuration not stated)
    0%	i	0%	-0.3%	7%	6.5%[0.369 µM]	x	-2%	u	-1.4%	i
- CCCCNc1cc(C)nc(NCc2ccccc2)n1
    -2%	i	-4%	-0.1%	-8%	-0.6%	15%	1%	u	0.5%	i
- O=S(=O)(c1ccc2c(c1)OCCO2)N1CCN(c2cccc(Cl)c2)CC1
    -3%	i	7%	-1.0%	-11%	-1.4%	-1%	-1%	u	-5.0%	i
- O=C(c1ccco1)N1CCN(S(=O)(=O)c2ccc(Br)s2)CC1
    0%	i	0%	0.0%	-14%	-0.8%	0%	-1%	-17%	6.5%	i
- C/C(Cl)=C/Cn1c(=O)c2c(nc(Br)n2Cc2ccccc2)n(C)c1=O
    0%	i	4%	-0.7%	-6%	3.9%[1.84 µM]	14%	8%	u	2.4%	i
- CC(C)c1nc(SCC(=O)N2CCN(c3ccccc3)CC2)c2c(=O)n(C)c(=O)n(C)c2n1
    x	x	-2%	-0.2%	4%	0.5%	24%	-11%	3%	1.9%	x
- c1cnc2c(c1)ccc1cccnc12
    2%[9.22 µM]	i	0.63µM*	-1.5%	22%	0.9%[9.22 µM]	3%[9.17 µM]	-7%[11.4 µM]	-7%[7.6 µM]	-2.1%	i
- COc1cccc(C(=O)Nc2c3c(nn2-c2cccc(C)c2C)CS(=O)C3)c1OC (configuration not stated)
    4%	i	-4%	0.2%	4%	-0.2%	-3%	0%	u	-0.3%	i
- CC1(C)CC(=O)C=C(NC2CCCCCC2)C1
    0%	x	-2%	0.6%	3%	1.1%	6%	1%	2%	-4.8%	x
- COc1cccc(N(CC(=O)NC(C)c2ccccc2)S(C)(=O)=O)c1 (configuration not stated)
    0%	x	-5%[11 µM]	-0.6%	1%[11.4 µM]	-0.4%[0.0738 µM]	4%[9.17 µM]	1%[11.4 µM]	u	-2.3%	x
- O=C(NCCO)C1CCN(S(=O)(=O)c2ccc(F)cc2)CC1
    -2%	i	-2%	-0.4%	-3%	2.0%	2%	-7%	-5%	-2.0%	i
- COc1cc(OC)c(NC(=O)Nc2ccc(OC)c(OC)c2)cc1Cl
    -2%	i	-15%	-1.7%	-6%	0.2%	-1%	-4%	u	-3.7%	i
- NC(=O)c1c(N)sc(=S)n1-c1ccccc1
    -2%	i	-3%	-2.8%	-6%	2.6%[0.369 µM]	x	-4%	-10%	1.4%	i
- Cc1ccc(S(=O)(=O)c2n[nH]n3c2nc(=O)c2ccccc23)cc1
    -1%	2.9e-07M*	-3%	-1.7%	12%	-1.1%	3%	-3%	u	1.1%	3.4e-07M*
- Cc1ccc(C(=O)CCC(=O)Nc2cccnc2)cc1C
    0%	i	-5%	0.2%	3%	-1.3%	1%	-1%	29%	0.8%	i
- CCC(=O)c1ccc(OC(=O)c2ccc(Br)o2)cc1
    -3%	i	0%	0.6%	2%	-0.5%	-6%	0%	-2%	1.8%	i

Compound activity from PubChem BioAssay.
